N-glyco inh: N-linked glycosylation inhibition | reporter increase, % at 12.5 µM | D54 ERlucT glycosylation luciferase reporter, 24 h; percent of 100 nM tunicamycin response | actives 0.23% (n = 360,000);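 active = mean luciferase reporter signal, scaled so untreated is 0 and the glycosylation-blocking control 100, at or above a set limit in every replicate; inconclusive = mean reaches the limit but not every replicate does; inactive = mean below the limit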;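 note: luciferase carries N-glycosylation sites so blocking glycosylation raises the light; 0% = median of neutral control wells and 100% = median of 100 nM tunicamycin wells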
MC4R antag cAMP: antagonists of human melanocortin 4 receptor (MC4R) | inhibition, % at 6.5 µM | P32245 | actives 0.48% (n = 360,000) | MC4R-expressing cells, MTII-stimulated cAMP, LANCE TR-FRET;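 active = inhibition above its plate's cutoff, the mean of tested wells on that plate plus 3 SD, cut at about 29% in these data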;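 note: 0% = Melanotan II alone and 100% = Melanotan II plus saturating MCL0020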
Target sequence (P32245 whole entry, looked up): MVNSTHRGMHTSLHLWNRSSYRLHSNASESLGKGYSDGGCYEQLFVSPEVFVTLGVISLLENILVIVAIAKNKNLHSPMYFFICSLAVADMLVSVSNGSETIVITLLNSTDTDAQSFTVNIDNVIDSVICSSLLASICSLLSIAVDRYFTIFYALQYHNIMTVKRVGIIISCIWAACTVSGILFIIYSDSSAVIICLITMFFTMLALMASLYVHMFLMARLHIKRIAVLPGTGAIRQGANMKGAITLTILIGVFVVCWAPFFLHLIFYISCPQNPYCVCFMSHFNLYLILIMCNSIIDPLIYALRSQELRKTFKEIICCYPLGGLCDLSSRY
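System: U2OS-MC4R stable cell line; Technique: Eu-cAMP/anti-cAMP TR-FRET, emission 671 nm; Repeats: single well per compound; Also added: Melanotan II; Dosing: one concentration, 6.5 µM nominal; Schedule: 30-min compound, 1-h challenge, 1-h detection, room temperature.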
NOD2 RIPK2 PPI: inhibitors of human NOD2-RIPK2 interaction; inhibition, % at 4.98 µM; O43353; AID 624267; actives 0.38% (n = 360,000); CHO BLA complementation NOD2-RIPK2, CCF4 ratio; in the data active = inhibition above about 21%;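 note: 0% = vehicle only and 100% = reference blocker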
Target sequence (O43353 whole entry, looked up): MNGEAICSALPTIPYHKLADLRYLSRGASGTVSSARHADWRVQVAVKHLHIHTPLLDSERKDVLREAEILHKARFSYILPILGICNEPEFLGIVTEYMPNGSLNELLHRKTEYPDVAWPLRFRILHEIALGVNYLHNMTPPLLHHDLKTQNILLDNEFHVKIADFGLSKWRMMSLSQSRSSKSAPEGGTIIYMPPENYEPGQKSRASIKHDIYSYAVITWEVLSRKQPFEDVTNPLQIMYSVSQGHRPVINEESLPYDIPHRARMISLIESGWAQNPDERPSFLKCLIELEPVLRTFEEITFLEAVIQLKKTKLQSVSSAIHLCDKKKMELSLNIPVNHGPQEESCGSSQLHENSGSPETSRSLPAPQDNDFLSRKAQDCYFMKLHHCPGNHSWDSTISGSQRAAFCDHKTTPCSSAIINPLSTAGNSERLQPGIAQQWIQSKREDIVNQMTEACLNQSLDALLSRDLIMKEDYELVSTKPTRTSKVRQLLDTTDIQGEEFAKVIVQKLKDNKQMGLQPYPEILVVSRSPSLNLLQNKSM
ABCB6 inh MLPCN: blocks the human ABCB6 transporter; K562-ABCB6 porphyrin accumulation, flow cytometry, 1 h; hits give low values; fluorescence ratio to DMSO, % at 10 µM; actives 0.19% (n = 360,000); AID 602162;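 active = fluorescence ratio to DMSO below 75%, the collection mean minus 3 SD; inconclusive = too few cells collected in the well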;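 note: signal is porphyrin accumulated inside mitochondria; 100% equals median channel fluorescence of DMSO control wells; lower ratio means ABCB6 inhibition with less porphyrin fluorescence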
MC4R ag barr: human MC4R agonism via beta-arrestin; U2OS MC4R beta-arrestin complementation, luminescence; percent of melanotan II response, DMSO zero; activation, % at 8.9 µM; P32245; AID 540308; actives 0.98% (n = 360,000);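 active = activation above a per-plate cutoff, the mean activation of sample wells on that plate plus 3 SD, cut at about 8% in these data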
Vif inh: blocks HIV Vif function; HEK293T cells, Vif self-association by quenched fluorescence, imaging, 24 h; inhibition, % at 7.49 µM; actives 0.35% (n = 340,000); AID 602346; in the data active = inhibition above about 50%, passing the limit was not always enough; inconclusive = no clear call, values can overlap the other calls; inactive = below about 31%; note: some results filed as inactive read as strong as hits
TLR9-MyD88 inh: TLR9-MyD88 interaction inhibition | Q9NR96+Q99836 | CHO BLA complementation TLR9-MyD88, CCF4 FRET ratio | inhibition, % at 4.98 µM | actives 0.21% (n = 340,000) | AID 504734;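 active = inhibition above the mean over all tested compounds plus 3 SD, cut at about 21% in these data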;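 note: 0% = DMSO only wells and 100% = clavulanate BLA inhibitor control wells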
Granule exo inh: lytic granule exocytosis inhibition; actives 0.66% (n = 360,000); TALL-104 LAMP-1 surface exposure, flow cytometry; cells stimulated with thapsigargin and PMA; AID 651702; inhibition, % at 10 µM;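 active = inhibition above about 55%, limit read from the data; inconclusive = no clear call, values can overlap the other calls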
aDG glyco act: alpha-DG glycosylation activation; AID 624168; actives 0.22% (n = 360,000); Pro5-aDG cells, alpha-DG glycosylation AlphaScreen (IIH6); 0% Pro5, 100% B10-LARGE cell signal; activation, % at 10 µM;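 active = activation of at least 8% versus controls, or a plate z-score of at least 8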;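 note: Pro5 are CHO cells carrying HIG-tagged alpha-DG that lacks glycosylation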
ABHD5 PLIN5 PPI: blocks binding of human ABHD5 to perilipin-5 | Split G. princeps luciferase complementation, luminescence, 4 h | actives 0.78% (n = 360,000) | inhibition, % at 4 µM | Q00G26+Q8WTS1;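 active = inhibition above the mean inhibition across every tested compound plus 3 SD, cut at about 22% in these data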;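 note: 0% = DMSO only wells and the 100% control is not disclosed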
* marks the source's active call; other numbers are inactive results; ? = inconclusive; . = not tested or not shown.

SMILES	N-glyco inh	MC4R antag cAMP	NOD2 RIPK2 PPI	ABCB6 inh MLPCN	MC4R ag barr	Vif inh	TLR9-MyD88 inh	Granule exo inh	aDG glyco act	ABHD5 PLIN5 PPI
Cc1cccc(C(=O)NC(C)C(=O)NC(c2nc3ccccc3[nH]2)C(C)C)c1 (stereo unspecified)	1	5	11	104	-0.5	.	2	-2	-0.2	1
COc1ccccc1NC(=O)c1ccccc1NC(=O)c1ccccn1	-1	1	-4	97	0.5	51*	5	5	-0.2	-4
NCc1cccc(-n2cccn2)c1	2	9	2	96	0.8	-1	10	-2	0.1	-3
O=C(Nc1cccnc1)c1ccc(CN2CCc3ccccc3C2)cc1	0	-2	4	85	-1.7	-34	-4	0	0.0	1
CCOc1ccc(-c2noc(CCCC(N)=O)n2)cc1OC	1	8	0	96	0.7	-3	3	-2	0.0	1
O=C(O)COCC(=O)NCc1nc(-c2ccc(C(F)(F)F)cc2)no1	1	-1	-11	97	0.7	0	.	-1	0.0	2
Cc1ccccc1CN1CCN(S(=O)(=O)c2ccc(Cl)s2)CC1	-5	-1	-2	100	4.0	-3	-9	3	0.1	-4
O=C(Nc1ncc2c(n1)-c1ccccc1OC2)c1ccc(F)cc1	-1	14	-7	102	-0.3	3	6	4	0.5	1
CCN(CC(=O)Nc1ccc2c(c1)OCCO2)C(=O)CCc1ccc(OC)cc1	0	0	11	99	-2.4	-8	1	-3	0.2	-5
Cc1cnc(C)c(N2CCC(C(=O)NCc3cccs3)CC2)n1	1	12	0	107	-1.2	8	-17	-3	0.2	4
Cc1cc2ccccn2c1C(=O)c1ccc(Cl)c([N+](=O)[O-])c1	-3	7	-12	93	0.5	-6	-8	6	0.5	3
O=C1CCNc2ccc(-c3ccccc3)cc21	0	-1	0	115	-0.6	-5	15	5	-0.1	-4
c1ccc(CN2CCN(c3nc(-c4ccccn4)nc4ccccc34)CC2)cc1	1	3	-6	96	-0.4	.	-3	-2	-0.1	3
Cn1nnnc1SCC(=O)c1cccs1	-2	4	7	102	-0.5	-4	-5	-2	0.1	-5
COc1cccc(-c2noc(-c3ccc4c(c3)OCO4)n2)c1	-15	5	-12	235	11*	-6	11	1	0.0	-3
O=C(c1cc2c(s1)CCCC2)N1CCN(C(=O)C2CCCO2)CC1 (stereo unspecified)	2	-2	5	100	-2.9	9	3	0	-0.1	-3
Cc1noc(C)c1COc1ccccc1C(=O)NNC(=O)c1ccc(F)cc1	2	-1	-3	101	-1.8	23	6	1	-0.1	0
CCCCn1c(/C=C/c2ccco2)nc2ccccc21	3	10	5	98	0.7	4	-24	-1	0.6	-7
COC(=O)c1ccccc1NC(=O)N1CCN(S(C)(=O)=O)CC1	1	31*	3	106	0.4	-4	-10	-5	0.2	0
Cc1cccc(N2CCN(S(=O)(=O)c3c(C)[nH]c(C)c3C(=O)N3CCCC3)CC2)c1C	-1	3	5	93	1.3	-1	0	-3	0.0	13
CC1CCCC(C)N1C(=O)CN1C(=O)NC2(CCCCCC2)C1=O (stereo unspecified)	1	5	-2	104	-1.3	-5	-1	2	0.0	0
CCCCOC(=O)CCN1C(=O)/C(=C2\SC(=S)N(CCC(=O)OCCCC)C2=O)SC1=S	3	-2	-9	106	1.4	-9	12	3	-0.2	-4
CCOc1ccccc1-c1cc(C(=O)N/N=C/c2ccc(O)c(OC)c2)c2ccccc2n1	-11	-5	-7	90	-2.7	12	-8	9	-0.1	6
Cc1cccc(C)c1NC(=O)CN1C(=O)NC(C)(C2CC2)C1=O (stereo unspecified)	-1	5	-5	102	-1.0	14	3	-4	-0.1	-1
CCc1ccccc1OCC(=O)Nc1ccc(S(N)(=O)=O)cc1	1	0	1	103	-1.2	9	2	-1	0.0	-7
Cc1ccc(Nc2nnc(-c3ccccc3N)o2)cc1C	-1	-2	1	96	-1.2	-9	-5	-1	0.1	-6
COc1ccc(S(=O)(=O)Nc2ccc(F)c(F)c2)cc1C(=O)N1CCOCC1	3	2	-4	101	-1.8	5	-11	-8	0.0	-6
N#Cc1nc(-c2ccco2)oc1N1CCN(Cc2ccccc2)CC1	-1	8	6	102	-2.3	-10	4	-2	-0.2	6
COc1ccc(C(=O)Nc2cccc3cccnc23)cc1OC	-1	-9	-2	82	-1.6	11	-3	5	0.0	-1
CCc1ccc(N2CC(C(=O)NNC(=O)c3ccc(F)cc3)CC2=O)cc1 (stereo unspecified)	0	17	5	106	-1.6	-4	-8	-4	-0.1	-5
C[C@@H]1CC2=C(C(=O)OC(C)(C)O2)[C@H](c2ccc(Cl)cc2)O1	.	.	7	122	.	.	.	-9	-0.3	-5
COC(=O)Cc1c(O)ccn(Cc2cccc3ccccc23)c1=O	4	5	-3	91	-0.3	1	-6	1	-0.2	2
COc1ccc(CC(=O)Nc2ccc(S(=O)(=O)NCC3CCCO3)cc2)cc1 (stereo unspecified)	-3	1	3	88	0.6	-11	-7	0	0.9	-11
O=C(NCc1ccco1)c1nc2nc(-c3cccs3)cc(C(F)(F)F)n2n1	2	1	11	82	-0.9	-3	1	0	0.0	13
C[C@H]1CN([C@@H](C)CO)C(=O)CCCn2cc(nn2)CO[C@@H]1CN(C)S(C)(=O)=O	1	-1	-1	96	1.1	13	-9	-4	0.0	6
O=C(NCCc1ccccc1)c1ccc([N+](=O)[O-])cc1	-16	14	-3	97	-0.5	2	1	4	-0.1	0
CC(C)CN(Cc1cc(=O)oc2cc(-c3ccccc3)c(O)cc12)CC(C)C	1	12	1	105	11*	-5	-2	0	0.1	-7
COc1ccccc1NS(=O)(=O)c1cccc(C(=O)N2CC(C)OC(C)C2)c1 (stereo unspecified)	0	2	-2	98	-0.5	1	0	6	0.1	3
COc1ccc(-n2c(N)c(C(=O)NCC3CCCO3)c3nc4ccccc4nc32)c(OC)c1 (stereo unspecified)	0	1	1	97	-1.3	-5	-5	3	0.3	-11
O=C(CCCCCNC(=O)N1CCn2c1nc1ccccc12)N[C@H](Cc1ccccc1)C(=O)O	0	3	-13	101	-1.2	-8	1	4	0.0	3

4 entries drawn at random from those above, as already listed:
SMILES	N-glyco inh	MC4R antag cAMP	NOD2 RIPK2 PPI	ABCB6 inh MLPCN	MC4R ag barr	Vif inh	TLR9-MyD88 inh	Granule exo inh	aDG glyco act	ABHD5 PLIN5 PPI
O=C1CCNc2ccc(-c3ccccc3)cc21	0	-1	0	115	-0.6	-5	15	5	-0.1	-4
CCCCn1c(/C=C/c2ccco2)nc2ccccc21	3	10	5	98	0.7	4	-24	-1	0.6	-7
COc1ccc(-n2c(N)c(C(=O)NCC3CCCO3)c3nc4ccccc4nc32)c(OC)c1 (stereo unspecified)	0	1	1	97	-1.3	-5	-5	3	0.3	-11
O=C(CCCCCNC(=O)N1CCn2c1nc1ccccc12)N[C@H](Cc1ccccc1)C(=O)O	0	3	-13	101	-1.2	-8	1	4	0.0	3

The listing continues.
SMILES	N-glyco inh	MC4R antag cAMP	NOD2 RIPK2 PPI	ABCB6 inh MLPCN	MC4R ag barr	Vif inh	TLR9-MyD88 inh	Granule exo inh	aDG glyco act	ABHD5 PLIN5 PPI
COc1ccccc1CO/N=C/c1cccn1-c1nccc(N(C)C)c1C#N	-2	4	6	102	-0.5	-7	-2	4	-0.2	0
CC(C)CSc1nc(N)nc2c1ncn2C1OC(CO)C(O)C1O (stereo unspecified)	1	2	-4	931	0.5	29	-4	-7	-0.2	-2
Clc1ccc(N=c2ssnc2Cl)nc1	3	5	1	99	-2.1	6	8	87*	0.3	-14
Nc1sc(-c2ccccc2)cc1C(=O)N/N=C/c1ccc(Cl)cc1	-2	21	-2	98	0.3	0	.	21	-0.1	-7
O=C(O)c1cc(N2C(=O)C3CCCCC3C2=O)ccc1NCc1cccnc1 (stereo unspecified)	-1	5	-11	97	-0.8	4	8	0	0.3	-5
Cc1ccc(NC(=O)COC(=O)CCC(=O)c2cccs2)cc1S(=O)(=O)N1CCOCC1	1	10	-7	93	1.6	1	-3	11	0.7	-1
CCn1cc(C(=O)NCc2cccnc2)c2cc(OC)c(OC)cc2c1=O	-1	-2	1	91	-1.3	4	-9	1	0.0	-2
CCC1(CC)NC(=O)N(CC(=O)OCC(=O)NC(=O)c2ccccc2OC)C1=O	-1	0	-9	101	-2.8	0	-6	4	0.1	-10
NC(=O)CSc1cn(Cc2cccc(F)c2)c2ccccc12	-1	8	-6	91	-4.4	-14	2	-6	2.2	9
COc1ccc(CC(=O)NC2CCCCCC2)c(OC)c1	-1	9	-8	101	-0.8	-9	-25	1	0.2	0
COc1cc(-c2cc3nc(NCCc4ccncc4)ccn3n2)cc(OC)c1OC	28*	5	3	92	-1.3	-8	.	-6	-0.2	2
O=C(N/N=C\c1ccccn1)c1ccccc1O	3	-8	-6	98	-1.0	?	3	2	-0.5	4
COc1cccc(C2c3c(-c4ccccc4O)n[nH]c3C(=O)N2Cc2ccco2)c1 (stereo unspecified)	-2	1	-10	103	-0.3	0	-3	8	-0.1	4
NNC(=O)c1sccc1OCc1cccc(C(F)(F)F)c1	-2	2	4	93	5.4	-1	-3	1	-0.1	3
CC(C)C(C)NC(=O)COc1ncnc2sccc12 (stereo unspecified)	2	11	-6	100	-1.6	-7	-8	-5	-0.1	0
CCn1nnc(NC(=O)C(c2ccccc2)c2ccccc2)n1	-1	-6	2	98	2.0	1	4	0	0.1	1
COc1ccc(COC(=O)NC(C(=O)O)c2ccccc2)cc1 (stereo unspecified)	2	-1	-5	97	-1.7	1	0	10	-0.3	2
O=C(COc1coc(CN2CCN(c3ccccc3)CC2)cc1=O)Nc1ccccc1	-1	11	0	96	-1.5	1	-8	23	-0.2	-6
COc1ccc(/C=N/NC(=O)c2nnn(-c3nonc3N)c2C)cc1OC	0	-1	4	95	-0.7	-3	-17	12	-0.2	-6
O=C(O)C1CCCCC1C(=O)N1CCN(S(=O)(=O)c2ccc(F)cc2)CC1 (stereo unspecified)	1	-3	2	97	-3.7	-6	12	2	-0.1	-2
CC1C(c2ccc3c(c2)OCO3)c2cc3c(cc2OC1N1CCOCC1)OCO3 (stereo unspecified)	-5	-5	6	94	1.3	1	-2	3	0.1	8
COCCCNC(=S)Nc1ccc(CC(=O)O)cc1	2	4	-6	96	-0.1	1	7	-6	-0.2	3
CCOC(=O)c1cn(CC(=O)Nc2cccc(F)c2)nn1	1	13	-11	104	-2.4	-2	0	1	-0.1	-3
N#CC1(c2nc3ccccc3[nH]2)CC1c1ccc2c(c1)OCO2 (stereo unspecified)	-2	2	-2	106	2.2	-12	2	-2	0.2	0
CC1CCCC(NC(=O)CSc2nnc(C(F)(F)F)n2C)C1C (stereo unspecified)	0	6	-8	98	-1.1	1	-8	-8	0.5	2
O=C(CN1CCN(S(=O)(=O)c2ccc(Cl)cc2)CC1)NC1CC1	3	5	-1	99	-1.4	.	-1	1	-0.3	0
O=C(CO)N/N=C/c1ccccc1F	1	-1	6	92	-0.3	4	-1	-1	0.0	1

High-throughput results as filed in PubChem.

This is a subset; the hit share may differ from the screen's.
